Phagocyt inh – inhibitors of macrophage phagocytosis. actives 0.07% (n = 110,000). AID 1029. inhibition, % at 5 µM. J774A.1 macrophage IgG-bead phagocytosis, imaging;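 active = inhibition above the mean of the plate negative controls plus 5 SD, cut at about 13% in these data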;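 also: phagocytic index as fraction of beads internalized from green versus red external bead signal; plate controls were DMSO negative control for no effect and cytochalasin-D positive control for full effect; some results beyond the cut were filed as inactive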
Measles CPE – protection of cells from measles virus; Measles virus-infected cells, CPE protection, absorbance; protection (pct of control), % at 4 µM; AID 841; actives 1.5% (n = 140,000); in the data active = protection mostly above about 24%, no sharp cut-off; inactive = mostly below about 26%; also: some compounds called inactive have numbers as strong as hits
NPY-Y2 antag – antagonists of human neuropeptide Y receptor Y2; NPY-Y2 expressing cells, antagonist mode; inhibition, % at 2.7 µM; actives 0.99% (n = 140,000); AID 793; in the data active = inhibition above about 17%;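 also: 0% = vehicle with agonist challenge and 100% = reference antagonist with challenge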
Target sequence (P49146 whole entry, looked up): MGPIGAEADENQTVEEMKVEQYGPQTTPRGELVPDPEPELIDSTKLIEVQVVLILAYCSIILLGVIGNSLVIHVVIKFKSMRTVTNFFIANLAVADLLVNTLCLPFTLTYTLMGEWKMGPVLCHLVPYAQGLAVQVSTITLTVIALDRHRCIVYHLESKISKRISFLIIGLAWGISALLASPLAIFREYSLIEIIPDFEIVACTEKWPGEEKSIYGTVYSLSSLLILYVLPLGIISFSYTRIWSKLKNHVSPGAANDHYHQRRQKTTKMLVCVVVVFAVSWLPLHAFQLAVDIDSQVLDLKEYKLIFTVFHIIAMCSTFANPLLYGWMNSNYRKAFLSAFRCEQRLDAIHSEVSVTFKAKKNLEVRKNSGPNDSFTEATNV
BB579 growth dn – reduces growth of yeast BB579 in restrictive medium. inhibition, % at 10 µM. actives 0.51% (n = 140,000). S. cerevisiae BB579 growth, OD615, 48 h;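 active = inhibition above a set limit, 3 SD over the mean compound inhibition, cut at about 44% in these data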; also: inactives centre near -24
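Test system: S. cerevisiae DeaD strain BB579 yeast; Medium: restrictive CSMM-D medium; Compound: one dose, 10 µM compound with 0.25% DMSO; Incubation: 4 h cell preincubation, 48 h compound exposure, 30 °C humidified; Signal: OD at 615 nm; Benchmarks: amphotericin B at 10 µg/mL as positive control.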
MRP1 act – MRP-1 activation. viability increase, % at 10 µM. actives 0.61% (n = 140,000). H69AR cells + doxorubicin, viability rescue, CellTiter-Glo;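 active = viability gain under doxorubicin at or above a set limit, the compound median plus 3 SD, cut at about 4.7% in these data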;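 also: MRP-1 overexpressing cells given doxorubicin 25 µM after compound pretreatment; 18-22 h compound pretreatment then 72 h with doxorubicin before readout; 0% = doxorubicin-only wells and 100% = vehicle-treated cells without doxorubicin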
Yeast life ext – extends the lifespan of yeast. S. cerevisiae growth with nicotinamide, OD615; deaD strain in restrictive glucose medium. inhibition of the nicotinamide effect, % at 10 µM. actives 0.68% (n = 130,000). AID 775;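 active = inhibition above a set limit, placed 3 SD over the median of all compounds, cut at about 26% in these data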;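 also: 0% = nicotinamide-treated wells and 100% = cells grown without nicotinamide; some compounds called inactive have numbers as strong as hits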
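Material: Modified budding yeast, DeaD strain | Medium: Restrictive glucose medium | Probe or stimulus: 1.5 mM nicotinamide | Dosing: Single dose 10 µM compound, 0.25% DMSO | Times: 48 h at 30 °C | Technique: OD615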
GALR2 blocker – GALR2 (human) receptor antagonism. inhibition, % at 4 µM. AID 828. GALR2-expressing cells, antagonist mode. actives 0.39% (n = 140,000); in the data active = inhibition above about 27%;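 also: cells stimulated with galanin 1-16 at roughly its EC80; 0% = agonist challenge control and 100% = basal control without agonist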
Target sequence (O43603 whole entry, looked up): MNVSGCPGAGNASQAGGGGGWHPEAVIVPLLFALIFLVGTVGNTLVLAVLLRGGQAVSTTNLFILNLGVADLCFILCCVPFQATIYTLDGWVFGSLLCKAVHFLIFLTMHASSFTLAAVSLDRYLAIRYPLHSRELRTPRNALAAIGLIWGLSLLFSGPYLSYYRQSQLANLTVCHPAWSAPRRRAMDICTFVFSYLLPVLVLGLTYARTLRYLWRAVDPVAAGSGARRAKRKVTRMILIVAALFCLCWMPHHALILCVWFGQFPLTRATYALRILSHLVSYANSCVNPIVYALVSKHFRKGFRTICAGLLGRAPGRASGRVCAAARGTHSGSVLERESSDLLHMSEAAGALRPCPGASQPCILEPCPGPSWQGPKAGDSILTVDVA
PTEN del growth – growth suppressors of cells with PTEN tumor suppressor deletion; HCT116 PTEN-null viability, CellTiter-Glo, 60 h; stronger effect = lower value; viability, % at 10 µM; actives 1.2% (n = 140,000);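 active = viability at or below a set limit, 4 SD under the median of all tested compounds, cut at about 3.7% in these data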;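 also: PTEN knockout HCT116 line with beta catenin targeted HCT116 as companion control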
E-sel TNF inh – TNF alpha driven E-selectin expression inhibition; HUVEC TNFa-induced E-selectin immunofluorescence, high content; inhibition, % at 2 µM; actives 0.71% (n = 120,000);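 active = inhibition above the batch mean plus 3 SD, and confirmed as a hit on visual image review, cut at about 43% in these data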;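 also: 0% = TNF-stimulated DMSO wells and 100% = unstimulated control wells; not every result past the cut was called active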
bCat KO growth – beta-catenin-lacking colon tumor cell growth suppression; HCT116 beta-catenin knockout viability, CellTiter-Glo, 60 h; stronger effect = lower value; viability, % at 10 µM; actives 1.5% (n = 140,000); AID 818;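 active = viability at or under a set limit, the compound median less 4 SD, cut at about 6% in these data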;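 also: 0% = Hyamine 1622 control at 20 µM and 100% = untreated cell control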
Numbers without * were called inactive; / = not tested or not shown.

SMILES	Phagocyt inh	Measles CPE	NPY-Y2 antag	BB579 growth dn	MRP1 act	Yeast life ext	GALR2 blocker	PTEN del growth	E-sel TNF inh	bCat KO growth
O=C(CSc1nc(-c2ccccc2)c(-c2ccccc2)[nH]1)N1CCN(S(=O)(=O)c2ccccc2)CC1	0	28*	4	-17	-4.6	-3	-7	72	10	87
O=CNCCCc1nc2ccccc2n1Cc1ccccc1	0	2	1	-48	0.1	9	0	94	-39	95
Cc1ccccc1C(=O)Nc1nnc(-c2ccc(F)cc2)o1	-1	14	4	6	-1.7	-8	9	13	29	12
COc1cc(NC(=O)COC(=O)c2ccc(C)c(S(=O)(=O)N3CCCCC3)c2)c(C)cc1[N+](=O)[O-]	-11	12	2	-26	-2.7	1	-1	77	/	90
O=C(NCCN1CCCC1)C1CCN(S(=O)(=O)N2CCC3(CC2)OCCO3)CC1	-1	4	-2	-7	-1.5	-6	3	103	-8	100
O=C(CN1CCCC1)N1CCCc2c1c(=O)oc1ccc(OCc3ccccc3)cc21	2	9	19*	-31	-5.1	-26	3	52	/	49
Cc1cccc(C(=O)O/N=C(\N)c2ccc(Br)cc2)c1	0	11	1	-58	-1.8	-16	-9	82	5	75
COc1ccc(-c2cc(C(F)F)n3ncc(C(=O)N4CCCCC4)c3n2)cc1	/	10	8	11	-2.3	-16	-16	55	-21	56
COc1nc(N/N=C/c2cc3c(cc2Br)OCO3)nc(N2CCOCC2)n1	-1	10	8	-8	-1.6	-4	-3	89	-18	92
CC(C)NC(=O)CSc1nc2ccccc2n1-c1ccccc1	/	20	4	-4	-1.8	-6	5	92	5	94
Cc1nnc(NC(=O)CCC(=O)NCc2cccs2)s1	/	5	-4	-3	-0.8	-14	12	99	-3	91
O=C(CSc1nnc(-c2ccco2)n1Cc1ccccc1)OC1CCCCC1	-1	2	16	-66	-2.7	21	-9	87	14	79
CCn1c(=O)n(CC)c2cc(S(=O)(=O)N3CCc4ccccc43)ccc21	0	8	5	-21	-4.5	-17	5	25	-5	21
CC1(C)CC(=O)C(C=NCCN2CCN(C(=S)Nc3ccc(F)cc3)CC2)=C(O)C1	/	13	2	-27	0.3	-6	-7	95	-2	93
CC(C)CCOC(=O)C1C2C=CC3(CN(Cc4cccs4)C(=O)C13)O2 (stereo not given)	0	3	1	-3	-2.0	-10	0	88	/	90
O=P(O)(O)c1ccccc1OCc1ccccc1	-1	23	6	-47	-0.3	6	6	103	/	99
CCN1CCCC1CNC(=O)c1c(O)c2c([nH]c1=O)CCCC2 (stereo not given)	-2	6	2	-1	-1.7	-13	15	101	10	98
CC(Cc1cccs1)NC(=O)Nc1ccc(Cl)cc1 (stereo not given)	1	15	1	-23	3.0	-4	15	78	-31	75
Cc1sc(NC(=O)c2ccccc2)c(C(=O)NCCN(C)C)c1C	/	7	3	5	-4.0	-23	8	88	33	79
CC(=O)Oc1c(C)c(=O)n(C)c2ccccc12	-4	6	2	-15	-2.0	-1	2	94	0	92
O=C(O)CN(CCO)CCN(CC(=O)O)CC(=O)O	/	17	1	-49	-0.5	6	7	91	/	94
CCOc1ccc(NS(=O)(=O)c2ccc(NS(C)(=O)=O)cc2)cc1	-1	10	7	2	-0.9	-18	9	99	9	93
O=C(Nc1nnc(C2CCCCC2)s1)c1cccs1	-1	5	1	-27	-0.3	-2	-4	106	6	104
Cc1cccc(-c2nnc(SCC#N)n2-c2ccccc2)c1	-2	6	-2	-17	-2.4	-16	7	99	-53	92
CC(C)=C1SC(N2CCN(c3cccc(C(F)(F)F)c3)CC2)=NC1=O	/	6	6	-39	-2.0	-10	5	78	15	92
O=S1(=O)N=C(N/N=C/C=C/c2ccccc2)c2ccccc21	-8	13	1	-17	-0.2	4	8	96	/	77
C=CCc1c(C)nc(C)nc1N/N=C/c1ccccc1O	0	10	4	-12	0.8	-18	17	76	6	89
C=CCNC(=S)NNC(=O)c1ccc(OC(C)C)cc1	1	3	0	-26	-0.3	-5	-5	96	1	91
Cc1c(C(=O)NC2CCCc3ccccc32)oc2ccc(S(=O)(=O)N3CCCCC3)cc12 (stereo not given)	0	1	3	-11	-4.1	-1	1	57	-16	58
Cc1ccc(C(=O)COC(=O)CNC(=O)COc2ccccc2C)cc1C	3	16	5	-41	-2.2	-18	-13	95	-1	107
CCCCCCCCN1C(=O)N(C)C(N(O)C(=O)NC)C1(C)C (stereo not given)	-3	7	2	-10	-1.3	-7	7	84	13	88
COc1cc(=O)n2c(n1)SCCC2	/	13	0	-23	-1.3	-6	2	93	16	84
CSc1nc(-c2ccccc2)nc(N2CCN(C)CC2)c1C(C)=O	0	10	6	-29	-3.1	-10	-4	55	7	48
COC(=O)Cn1c2ccc(C)cc2c2nc(C)sc21	/	8	-1	44*	-3.1	-29	5	90	5	83
c1ccc(-n2cccc2CNC2CCCCC2)cc1	0	4	12	-32	-3.9	-7	13	77	/	70
CN(Cc1ccccc1)C(=O)Cn1c(=O)oc2cc(S(=O)(=O)NCc3ccccc3)ccc21	0	29	3	-27	0.1	-13	8	90	11	83
Cc1ccsc1/C=C1\CCc2ccccc2C1=O	-2	25	2	14	-1.2	-21	12	44	-81	54
Cc1nn(C)c(Oc2cccc(Cl)c2)c1C=O	-3	5	0	-25	-2.3	-5	-10	105	-8	99
CN(C(=O)c1ccccn1)c1nnc(-c2ccccn2)s1	-2	8	1	-17	-0.8	-27	-1	110	29	83
CCOC(=O)c1c(C)oc2c1c(C(c1cccnc1)N1CCCCC1)c(O)c1ccccc12 (stereo not given)	0	9	3	-35	-5.7	50*	14	23	-10	25

Shown as comma-separated lines: part of the list above.
mol,Phagocyt inh,Measles CPE,NPY-Y2 antag,BB579 growth dn,MRP1 act,Yeast life ext,GALR2 blocker,PTEN del growth,E-sel TNF inh,bCat KO growth
O=C(CSc1nc(-c2ccccc2)c(-c2ccccc2)[nH]1)N1CCN(S(=O)(=O)c2ccccc2)CC1,0,28*,4,-17,-4.6,-3,-7,72,10,87
O=CNCCCc1nc2ccccc2n1Cc1ccccc1,0,2,1,-48,0.1,9,0,94,-39,95
Cc1ccccc1C(=O)Nc1nnc(-c2ccc(F)cc2)o1,-1,14,4,6,-1.7,-8,9,13,29,12
COc1cc(NC(=O)COC(=O)c2ccc(C)c(S(=O)(=O)N3CCCCC3)c2)c(C)cc1[N+](=O)[O-],-11,12,2,-26,-2.7,1,-1,77,/,90
O=C(NCCN1CCCC1)C1CCN(S(=O)(=O)N2CCC3(CC2)OCCO3)CC1,-1,4,-2,-7,-1.5,-6,3,103,-8,100
O=C(CN1CCCC1)N1CCCc2c1c(=O)oc1ccc(OCc3ccccc3)cc21,2,9,19*,-31,-5.1,-26,3,52,/,49
Cc1cccc(C(=O)O/N=C(\N)c2ccc(Br)cc2)c1,0,11,1,-58,-1.8,-16,-9,82,5,75
COc1ccc(-c2cc(C(F)F)n3ncc(C(=O)N4CCCCC4)c3n2)cc1,/,10,8,11,-2.3,-16,-16,55,-21,56
COc1nc(N/N=C/c2cc3c(cc2Br)OCO3)nc(N2CCOCC2)n1,-1,10,8,-8,-1.6,-4,-3,89,-18,92
CC(C)NC(=O)CSc1nc2ccccc2n1-c1ccccc1,/,20,4,-4,-1.8,-6,5,92,5,94
Cc1nnc(NC(=O)CCC(=O)NCc2cccs2)s1,/,5,-4,-3,-0.8,-14,12,99,-3,91

More results follow:
SMILES	Phagocyt inh	Measles CPE	NPY-Y2 antag	BB579 growth dn	MRP1 act	Yeast life ext	GALR2 blocker	PTEN del growth	E-sel TNF inh	bCat KO growth
O=S(=O)(c1ccc(Cl)s1)N1CCN(Cc2ccccc2)CC1	1	22	1	-51	-0.4	1	0	93	-26	89
Cc1ccc(/C=C2\CCC3=C2OC(N)=C(C#N)C3c2ccc(C)cc2)cc1 (stereo not given)	-2	2	3	-45	-3.9	1	-7	79	-2	82
O=C(NCC1CCCO1)c1cnn2c1NC(c1ccccc1)CC2C(F)(F)F (stereo not given)	-1	18	7	-15	-2.4	0	3	90	-2	85
CCOc1ccc2nc(SCC(=O)Nc3ccc4c(c3)OCO4)sc2c1	/	29	14	10	-2.3	-2	-2	91	-1	90
COc1ccc(Cn2c(=O)[nH]c3cc(C(=O)NCc4ccc5c(c4)OCO5)ccc3c2=O)cc1	/	3	0	-45	2.1	0	-2	90	6	99
Cc1ccc(N2C(=O)N(Cc3ccccc3C)c3ccccc3S2(=O)=O)cc1	-2	9	1	-16	2.0	8	-5	92	22	81
CCN(CC)S(=O)(=O)c1ccc(N2CCOCC2)c(NC(=O)Cc2ccccc2)c1	-8	5	2	-32	-2.2	4	-3	86	17	94
CC1(C)NC(=O)N(CC(O)CN(Cc2ccccc2)Cc2ccccc2)C1=O (stereo not given)	0	6	1	-33	-1.5	-12	-3	95	-7	90
Cc1ccccc1Cn1cc(NC(=O)c2nc3ncccn3n2)cn1	0	15	5	-14	-0.9	-11	3	109	12	97
O=S(=O)(c1ccc(F)c(F)c1)N1CCN(Cc2ccc3c(c2)OCO3)CC1	0	3	5	-20	-3.8	-14	3	99	-4	103
O=S(=O)(c1ccc(-c2csc(-c3cccnc3)n2)cc1)N1CCCC1	2	6	-1	-34	-0.4	-12	-5	96	4	103
NC(=S)Nc1cc2ccccc2c2ccccc12	/	2	2	-13	-3.7	-19	2	87	21	91
C/C(=C\C(=O)c1ccccc1)NNc1nc2ccccc2s1	/	10	4	-28	-2.1	-7	5	94	-25	90
CC(C)C(=O)Nc1cccc(NC(=S)NC(=O)c2ccc([N+](=O)[O-])cc2)c1	-3	9	2	-16	-4.3	-9	-16	83	43	99
COc1cccc(C(=O)Nc2nc3c(s2)CN(C)CC3)c1	/	13	-1	-24	-3.8	-9	5	82	-2	67
COc1cc(NC(=O)c2cccs2)c(C(=O)OCC(=O)NCc2ccco2)cc1OC	-3	8	3	-44	-1.1	-9	8	101	-6	106
Cc1ccc(CNC(=O)CSc2nc3ccsc3c(=O)n2NC(=O)c2ccccc2)cc1	1	5	5	-20	1.8	-9	0	104	-2	102
Nc1nc(-c2cccnc2)nn1C(=O)Cc1ccccc1	5	2	2	-20	0.0	-3	-18	98	-20	104
CCS(=O)(=O)N1CCC(C(=O)NCc2ccccc2OC)CC1	/	17	2	-3	0.9	-6	-13	105	22	101
CC(=O)Cc1nsc(Nc2ccc3c(c2)OCCO3)n1	0	8	0	-30	-1.2	-7	2	107	/	86

From PubChem BioAssay
